From PubChem BioAssay
TAAR1 ag: human TAAR1 agonists, primary screen, Fluo-8 calcium fluorescence, CHO RD-HGA16 cells; Trace amine-associated receptor 1 (Homo sapiens), Q96RJ0; vehicle wells 0%, saturating PEA agonist 100%; activation, % at 3 µM; 360,000 tested, 0.99% active;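 active = activation above the mean activation of all test compounds in the run plus 3 SD, cut at about 38% in these data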
Target sequence (Q96RJ0 whole entry, looked up): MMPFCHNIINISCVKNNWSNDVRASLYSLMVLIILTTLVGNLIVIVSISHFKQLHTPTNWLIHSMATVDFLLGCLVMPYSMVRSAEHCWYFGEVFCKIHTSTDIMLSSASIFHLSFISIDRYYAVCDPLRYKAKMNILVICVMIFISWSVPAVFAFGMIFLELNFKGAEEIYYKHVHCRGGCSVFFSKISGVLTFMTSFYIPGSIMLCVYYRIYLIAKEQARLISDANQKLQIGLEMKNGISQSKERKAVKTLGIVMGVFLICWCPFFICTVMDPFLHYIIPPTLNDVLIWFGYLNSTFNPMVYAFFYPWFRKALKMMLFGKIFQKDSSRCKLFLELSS
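Benchmarks: low control DMSO, high control PEA (EC100); System: CHO RD-HGA16 cells carrying human TAAR1 plus Gα16; Detection: Fluo-8 fluorescence, 5 s baseline then 140 s kinetic read; Schedule: 17-24 h plating, Fluo-8 75 min 37 °C, 30 min RT; Read-out basis: % activation from peak over basal fluorescence ratio, DMSO-to-PEA scaled.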
M1 ag parental: counter-screen for M1 agonists: effect in parental CHO-K1 cells; Fluo-8 calcium fluorescence; scaled to maximal ATP response, vehicle zero; activation, % at 3 µM; 360,000 tested, 0.48% active; AID 602248, 2012; in the data active = activation above about 15%;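 note: untransfected CHO-K1 host cells lacking M1 receptor as counterscreen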
CHO-K1 Ca antag: nonselective inhibitor or artifact in parental CHO-K1 cells; 360,000 tested, 0.6% active; ATP-induced calcium, Fluo-8 fluorescence; inhibition, % at 3 µM; AID 602250;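 active = inhibition above a per-plate cutoff, the plate's mean sample inhibition plus 3 SD, cut at about 24% in these data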;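 note: 0% = DMSO plus EC80 ATP and 100% = DMSO alone without ATP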
CHO parental Ca: ATP-evoked calcium signal inhibitors, parental CHO, primary screen, counter-screen for OX1R antagonist project, cell-based, fluorescence, Fluo-8 calcium dye. parental CHO-K1, ATP-induced calcium, Fluo-8 fluorescence. inhibition, % at 5.6 µM. 330,000 tested, 0.63% active. AID 463079, 2010;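 active = inhibition above that plate's mean sample inhibition plus 3 SD, cut at about 26% in these data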;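 note: 0% = ATP-challenged DMSO wells and 100% = DMSO wells without ATP; some compounds past the cut are filed as inactive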
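Material – parental CHO cells · Reagent – ATP stimulus · Compound – single nominal dose of 5.6 µM per compound · Detection – Fluo-8 fluorescence · Read-out basis – percent inhibition of calcium signal · Controls – ATP-challenged DMSO wells low, unchallenged DMSO wells high · Repeats – no replicates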
OXTR potentiate: human OXTR potentiators, primary screen, fluorescence, CHO-OTR cells, Fluo-8 calcium; Oxytocin receptor (Homo sapiens), P30559; Fluo-8 calcium fluorescence, potentiator mode; 0% = oxytocin EC15, 100% = EC100; activation, % at 3 µM; 320,000 tested, 0.061% active;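 active = activation above that plate's cutoff, the mean activation of tested compounds plus 3 SD, cut at about 6.6% in these data, passing the limit was not always enough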;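 note: 100% uses oxytocin at 75 nM as the full agonist control; some results filed as inactive read as strong as hits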
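Measured by – Fluo-8 calcium dye fluorescence · Test system – human OTR in CHO cells · Dosing – one concentration, 3.0 µM compound · Controls – EC15 oxytocin alone as 0%, 75 nM oxytocin as 100% · Evaluation – normalized max/min fluorescence ratio, % activation · Timing – 6 min pre-incubation, 100 s read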
TAAR1 antag: human TAAR1 antagonists, primary screen, Fluo-8 calcium fluorescence, CHO RD-HGA16 cells. Trace amine-associated receptor 1 (Homo sapiens), Q96RJ0. antagonist. inhibition, % at 3 µM. 360,000 tested, 1.5% active;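 active = inhibition above a per-plate cutoff, the mean inhibition of test compounds on that plate plus 3 SD, cut at about 49% in these data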;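 note: 0% = DMSO plus EC80 beta-PEA response and 100% = DMSO alone without agonist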
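Assay system: CHO-derived RD-HGA16 cells stably expressing human TAAR1 plus Gα16. Timing: 140 s kinetic read after compound, 140 s after agonist. Technique: kinetic Fluo-8 calcium fluorescence measurement. Measure: % inhibition of agonist calcium response.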
M1 ag: human M1 muscarinic receptor agonists, primary screen, Fluo-8 calcium fluorescence, CHO-K1 cells, HTS | Muscarinic acetylcholine receptor M1 (Homo sapiens), P11229 | CHO-K1 hM1, agonist mode; 0% DMSO, 100% acetylcholine EC100 | activation, % at 3 µM | 360,000 tested, 0.33% active;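 active = activation above the run's mean compound activation plus 3 SD, cut at about 16% in these data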;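 note: peak over basal fluorescence ratio within a 140 s kinetic read after compound addition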
V1R ag counter: agonists of human V1a receptor, primary screen, counter-screen for OXTR agonist project, fluorescence, CHO-V1R cells; activation, % at 3 µM; 320,000 tested, 0.25% active; Vasopressin V1a receptor (Homo sapiens), P37288; Fluo-8 calcium fluorescence, agonist mode; 0% DMSO, 100% 3 nM vasopressin;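 active = activation above the mean activation of all tested compounds plus 3 SD, per screening run, cut at about 20% in these data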;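 note: signal is peak over basal fluorescence ratio across a 100 second FLIPR read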
Target sequence (P37288 whole entry, looked up): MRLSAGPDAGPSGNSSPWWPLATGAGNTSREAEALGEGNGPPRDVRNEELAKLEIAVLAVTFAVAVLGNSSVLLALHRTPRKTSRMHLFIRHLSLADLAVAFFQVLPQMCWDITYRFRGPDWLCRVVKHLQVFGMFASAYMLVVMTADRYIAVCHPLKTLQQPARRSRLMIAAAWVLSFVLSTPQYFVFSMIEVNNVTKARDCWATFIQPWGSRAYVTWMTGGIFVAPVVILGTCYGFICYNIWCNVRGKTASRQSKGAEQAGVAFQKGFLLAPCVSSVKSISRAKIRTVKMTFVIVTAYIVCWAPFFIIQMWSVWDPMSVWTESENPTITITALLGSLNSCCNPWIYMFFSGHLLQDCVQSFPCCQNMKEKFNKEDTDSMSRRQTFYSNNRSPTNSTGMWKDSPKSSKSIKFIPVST
CHO-K1 Ca PAM: nonselective calcium activators in parental CHO-K1 cells, primary screen, counter-screen for M1 PAM project, cell-based, Fluo-8 calcium fluorescence, full deck, 1536-well | ATP EC20; 0% at ATP EC20, 100% at ATP max | activation, % at 3 µM | 360,000 tested, 0.02% active | AID 602247, 2012;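 active = activation above the run cutoff, the mean activation of all test compounds plus 3 SD, cut at about 40% in these data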;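 note: peak over basal fluorescence ratio in a 140 s read after ATP addition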
Numbers without * were called inactive; nt = no result given. This is a subset; rates above refer to the full screens.

1: Cn1c(O)c(C(c2ccccn2)c2c(O)n(C)c(=S)[nH]c2=O)c(=O)[nH]c1=S
2: CCCC(C)C1(CC)C(=O)NC(=Nc2ccccc2)NC1=O (stereo not drawn)
3: Cc1ccc2c(c1)=NC(=O)/C(=C/c1c(O)[nH]c(=O)[nH]c1=O)C=2
4: CCN1CCN(c2ccc([N+](=O)[O-])cc2C=C2C(=O)NC(=O)NC2=O)CC1
5: C=CCN1C(=O)c2ccccc2Sc2ccc(C(=O)N3CCC4(CC3)OCCO4)cc21
6: Cc1sc2c(c1C)C(c1ccc(C(C)(C)C)cc1)=NCC(=O)N2CC(=O)Nc1nccs1
compound no. | 1 | 2 | 3 | 4 | 5 | 6
OXTR potentiate | -1 | -5 | 2 | -10 | -1 | -13
CHO-K1 Ca antag | -2 | 2 | -9 | -4 | -6 | -1
TAAR1 ag | 1 | 3 | 3 | 2 | nt | 3
M1 ag parental | -0.9 | 3.6 | 1.4 | 0.7 | 1.1 | 0.0
CHO parental Ca | 1 | -6 | 3 | -5 | -14 | -32
CHO-K1 Ca PAM | 8 | 14 | 17 | 14 | 4 | 15
V1R ag counter | -0.1 | 3.0 | -0.9 | 1.1 | 1.1 | -0.2
M1 ag | -5 | 1 | -3 | -13 | -7 | 2
TAAR1 antag | 1 | 16 | -22 | 10 | nt | 2

Random excerpt: two records from the list.
2: CCCC(C)C1(CC)C(=O)NC(=Nc2ccccc2)NC1=O (stereo not drawn)
1: Cn1c(O)c(C(c2ccccn2)c2c(O)n(C)c(=S)[nH]c2=O)c(=O)[nH]c1=S
compound no. | 2 | 1
OXTR potentiate | -5 | -1
CHO-K1 Ca antag | 2 | -2
TAAR1 ag | 3 | 1
M1 ag parental | 3.6 | -0.9
CHO parental Ca | -6 | 1
CHO-K1 Ca PAM | 14 | 8
V1R ag counter | 3.0 | -0.1
M1 ag | 1 | -5
TAAR1 antag | 16 | 1

Some entries already given, reduced to M1 ag, TAAR1 ag and OXTR potentiate:
cpd	SMILES	M1 ag	TAAR1 ag	OXTR potentiate
1	Cn1c(O)c(C(c2ccccn2)c2c(O)n(C)c(=S)[nH]c2=O)c(=O)[nH]c1=S	-5	1	-1
2	CCCC(C)C1(CC)C(=O)NC(=Nc2ccccc2)NC1=O (stereo not drawn)	1	3	-5
3	Cc1ccc2c(c1)=NC(=O)/C(=C/c1c(O)[nH]c(=O)[nH]c1=O)C=2	-3	3	2
4	CCN1CCN(c2ccc([N+](=O)[O-])cc2C=C2C(=O)NC(=O)NC2=O)CC1	-13	2	-10
5	C=CCN1C(=O)c2ccccc2Sc2ccc(C(=O)N3CCC4(CC3)OCCO4)cc21	-7	nt	-1

The list continues:
7: Cc1cc(C(=O)N=Nc2c(O)n(C)c3ccccc23)c(C)o1
8: CC1CCC(N2CCN(C(=O)COc3ccccc3)CC2)CC1 (stereo not drawn)
9: COc1ccc(-n2c(=O)[nH]c3ccccc3c2=O)c(OC)c1
10: O=C(CNS(=O)(=O)c1cccs1)N1CCC2(CC1)OCCO2
11: CN(C)C(=O)NC(O)C(Cl)(Cl)Cl (stereo not drawn)
12: Nc1c(C(=O)NCC2CCCO2)c2nc3ccccc3nc2n1Cc1ccco1 (stereo not drawn)
compound no. | 7 | 8 | 9 | 10 | 11 | 12
OXTR potentiate | 0 | -3 | -15 | -4 | 6 | 0
CHO-K1 Ca antag | -5 | 6 | -2 | -18 | -9 | -15
TAAR1 ag | 5 | 3 | 3 | 3 | 7 | 6
M1 ag parental | 0.5 | 0.9 | 0.6 | 0.9 | -0.3 | 4.8
CHO parental Ca | -6 | -7 | 4 | 5 | 1 | -6
CHO-K1 Ca PAM | 24 | 8 | 1 | 23 | 19 | 22
V1R ag counter | 1.0 | -0.1 | 1.3 | 0.3 | 0.5 | 1.4
M1 ag | -6 | -12 | -4 | -4 | -5 | -3
TAAR1 antag | -8 | -23 | -7 | -2 | -21 | 9

13: COc1ccccc1N1CCN(Cc2ccccc2F)CC1
14: CCCC(C)C1(CC)C(=O)NC(=Nc2ccc(OC)cc2)NC1=O (stereo not drawn)
15: COc1ccc(-c2ccc3c(c2)CN(CC(C)C)Cc2cnnn2-3)cc1
16: CCOC(C[n+]1c(-c2ccccc2)cc(C)cc1-c1ccccc1)OCC
17: C[N+]12CN3CN(CN(C3)C1)C2
18: CCC/C=N/O
compound no. | 13 | 14 | 15 | 16 | 17 | 18
OXTR potentiate | 8 | -2 | nt | -1 | -16 | -4
CHO-K1 Ca antag | -2 | 7 | 8 | -3 | -1 | -4
TAAR1 ag | 4 | 11 | 0 | 7 | 5 | 1
M1 ag parental | 0.5 | 0.9 | 0.4 | -0.2 | 0.4 | 0.2
CHO parental Ca | 6 | -12 | nt | -12 | 12 | 1
CHO-K1 Ca PAM | 17 | 4 | 10 | -9 | 14 | 3
V1R ag counter | -0.8 | 4.7 | nt | 0.0 | 0.8 | 0.7
M1 ag | -6 | -5 | -5 | -10 | -1 | 2
TAAR1 antag | 14 | 10 | -26 | 11 | 17 | -1

19: Cc1cc(C)cc(-n2c(O)c(C=Nc3ccc(N4CCOCC4)cc3)c(=O)[nH]c2=S)c1
20: CS(=O)(=O)c1ccc(C2=C(CNC(=O)c3ccncc3)[C@H]3CC[C@@H](C2)N3Cc2ccccc2)cc1
21: CCC1(CC)C(=O)NC(=Nc2cccc(C(F)(F)F)c2)NC1=O
22: COc1ccc(NP2(=O)NCCCN2)cc1
23: CCN(CC)C(=O)c1ccc(NC(=O)c2cccc(S(=O)(=O)N3CCN(C)CC3)c2)cc1
24: COc1ccc(Cn2c(O)c(C=NCCN3CCOCC3)c(=O)[nH]c2=O)cc1
compound no. | 19 | 20 | 21 | 22 | 23 | 24
OXTR potentiate | -2 | nt | -5 | nt | 0 | 1
CHO-K1 Ca antag | 6 | -5 | -2 | -21 | 0 | 0
TAAR1 ag | 1 | 3 | 12 | 4 | 1 | 3
M1 ag parental | 0.3 | 0.5 | 4.8 | 0.8 | 0.4 | -0.3
CHO parental Ca | -13 | nt | -1 | nt | -13 | -15
CHO-K1 Ca PAM | -5 | 13 | 5 | 16 | 2 | 7
V1R ag counter | 2.9 | nt | 6.3 | nt | 0.5 | -0.4
M1 ag | -3 | -11 | 3 | -2 | -2 | -3
TAAR1 antag | 4 | 0 | 12 | -9 | -4 | -13

25: CN1C(=O)C(=Cc2c(OCc3cnc(Cl)s3)ccc3ccccc23)C(=O)N(C)C1=O
26: O=C(CN1CC=C(c2ccccc2)CC1)NC(=O)NCc1ccccc1
27: N/C(=N\N=C\c1ccc(O)cc1O)N[N+](=O)[O-]
28: Cc1ccc(N=C(/N=C(\N)N[N+](=O)[O-])Nc2ccc(C)cc2)cc1
29: Cn1c(O)c(/C=C2\C=Nc3ccccc32)c(=O)n(C)c1=O
30: COc1cc(-c2ccc(N)c(OC)c2)ccc1N
compound no. | 25 | 26 | 27 | 28 | 29 | 30
OXTR potentiate | -8 | -6 | -9 | -3 | -8 | -6
CHO-K1 Ca antag | -7 | -15 | -12 | -8 | -6 | -16
TAAR1 ag | 31 | 0 | 2 | 0 | 2 | 2
M1 ag parental | 1.4 | -0.4 | 0.9 | 0.3 | 1.6 | 0.3
CHO parental Ca | -8 | -20 | -16 | -7 | -13 | -10
CHO-K1 Ca PAM | 0 | 0 | 13 | 16 | 16 | 6
V1R ag counter | 1.9 | -0.2 | 1.5 | -1.5 | 3.5 | -0.3
M1 ag | 0 | -4 | -1 | -1 | -2 | 0
TAAR1 antag | 13 | -12 | 5 | -12 | 8 | -18

31: O=C(c1cc(S(=O)(=O)N2CCC3(CC2)OCCO3)ccc1F)N1CCC2(CC1)OCCO2
32: CC(C)(C)C(=O)c1cn(CC(=O)NCc2ccco2)c2ccccc12
33: COc1cc(CN=C(C)c2c(O)n(C3CCCCC3)c(=O)[nH]c2=O)cc(OC)c1
34: C=CCn1c(O)c(C=Nc2ccc(N(CC)CC)cc2)c(=O)[nH]c1=O
35: O=c1[nH]c(=O)n(CCC2=CCCCC2)c(O)c1C=NCc1cccnc1
36: C[C@]12CCC3C(C1CCC2=O)[C@H](O)C[C@H]1C[C@@H](O)CC[C@]31C (stereo partly drawn)
compound no. | 31 | 32 | 33 | 34 | 35 | 36
OXTR potentiate | 2 | -11 | -3 | 0 | -7 | -4
CHO-K1 Ca antag | -20 | -10 | -3 | -9 | 14 | -7
TAAR1 ag | 12 | 8 | 0 | 5 | 1 | 2
M1 ag parental | 1.5 | 0.4 | 6.7 | 0.7 | 0.2 | 0.4
CHO parental Ca | -10 | -17 | -31 | -5 | -12 | -1
CHO-K1 Ca PAM | 23 | 13 | 10 | 0 | -7 | 4
V1R ag counter | 0.5 | -0.2 | 1.8 | 1.1 | 0.5 | 1.3
M1 ag | -5 | -2 | 0 | -7 | -4 | 0
TAAR1 antag | -5 | -15 | 14 | -7 | -4 | -6

37: COC(=O)C1=C(c2ccc(C(C)=O)cc2)C[C@@H]2CC[C@H]1N2C(=O)NCCNC(C)=O
38: O=C1CN=C(c2ccc(Br)cc2)c2c(sc3c2CCCC3)N1CCN1CCCCC1
39: N[C@@H](Cc1c[nH]c2ccccc12)c1nnc(SCc2ccc(F)cc2)o1
40: O=C(N/N=C1/CN2CCC1CC2)c1cc2ccccc2cc1O
41: CN1CCN(Cc2cc(=O)n3ccsc3n2)CC1
42: CN1CCN(c2ccc([N+](=O)[O-])c(SCCO)c2)CC1
43: O=C(c1ccccc1[N+](=O)[O-])N1CCC2(CC1)OCCO2
compound no. | 37 | 38 | 39 | 40 | 41 | 42 | 43
OXTR potentiate | 3 | 0 | nt | -5 | nt | 12* | -10
CHO-K1 Ca antag | -12 | -11 | -16 | 10 | 0 | -19 | -8
TAAR1 ag | 7 | 9 | 2 | 10 | 0 | 1 | -1
M1 ag parental | 0.9 | 0.3 | 0.4 | -0.1 | 0.4 | 0.7 | 0.1
CHO parental Ca | -5 | -22 | nt | -11 | nt | -17 | -4
CHO-K1 Ca PAM | 21 | 5 | 7 | -8 | -11 | 10 | -6
V1R ag counter | 7.5 | -0.3 | nt | 0.8 | nt | 0.1 | 0.4
M1 ag | -3 | -6 | -3 | 0 | -3 | -6 | -3
TAAR1 antag | 17 | -7 | 7 | -14 | -13 | -9 | 2
